Source: PubChem
ALOX12 inhib = blocks human 12-lipoxygenase activity; P18054; purified 12-hLO, xylenol orange hydroperoxide absorbance; Potency, µM (series often up to 57.1 µM), inactives show at the top dose activity change, negative = inhibition, usual class: inhibitors; hit rate 0.12% among 150,000; AID 1452; note: potency is the fitted concentration of half-maximal effect; nearly all actives have a fitted effect of over 55% in size; many of its hits are not listed in these tables
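Xylenol orange chromogenic assay: hydroperoxide from 12hLO oxidises Fe(II), giving red-shifted Fe(III)-XO absorbance. Conditions: 150 nM enzyme, 40 uM arachidonic acid, 25 mM Hepes pH 7.0, 0.01% Triton X-100, 30 min, room temperature.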
PNC inhibitor = inhibitors of perinucleolar compartment assembly. PC3M PTB-GFP, PNC prevalence imaging, 16 h; hits give low values. hit rate 3.1% among 140,000. activity change (PNC), negative = inhibition, % at 10 µM;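 active = readout at or below -70, meaning at least 70% loss of cells showing the perinucleolar compartment, a nuclear body marking cancer cells; inconclusive = readout between -30 and a set limit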;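 note: plate controls were DMSO wells for no effect and camptothecin positive control wells for full effect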
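Read-out is percentage of cells bearing a perinucleolar compartment, from automated 20x imaging of fixed, Hoechst-stained PC3M PTB-GFP cells. Cells were seeded 4 h, then exposed 16 h to compound (23 nl of library stock) in duplicate plates.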
15-hLO-2 inh = 15-hLO-2 (ALOX15B) enzyme inhibition. purified 15hLO-2, xylenol orange hydroperoxide absorbance. Potency, µM (series often up to 57.1 µM), for inactives: top-dose activity change, negative = inhibition, actives largely listed as inhibitors. hit rate 0.56% among 110,000. AID 881; note: potency is the fitted concentration of half-maximal effect; nearly all actives have a fitted effect of over 60% in size; many of its hits are not listed in these tables
Target sequence (O15296 whole entry, looked up): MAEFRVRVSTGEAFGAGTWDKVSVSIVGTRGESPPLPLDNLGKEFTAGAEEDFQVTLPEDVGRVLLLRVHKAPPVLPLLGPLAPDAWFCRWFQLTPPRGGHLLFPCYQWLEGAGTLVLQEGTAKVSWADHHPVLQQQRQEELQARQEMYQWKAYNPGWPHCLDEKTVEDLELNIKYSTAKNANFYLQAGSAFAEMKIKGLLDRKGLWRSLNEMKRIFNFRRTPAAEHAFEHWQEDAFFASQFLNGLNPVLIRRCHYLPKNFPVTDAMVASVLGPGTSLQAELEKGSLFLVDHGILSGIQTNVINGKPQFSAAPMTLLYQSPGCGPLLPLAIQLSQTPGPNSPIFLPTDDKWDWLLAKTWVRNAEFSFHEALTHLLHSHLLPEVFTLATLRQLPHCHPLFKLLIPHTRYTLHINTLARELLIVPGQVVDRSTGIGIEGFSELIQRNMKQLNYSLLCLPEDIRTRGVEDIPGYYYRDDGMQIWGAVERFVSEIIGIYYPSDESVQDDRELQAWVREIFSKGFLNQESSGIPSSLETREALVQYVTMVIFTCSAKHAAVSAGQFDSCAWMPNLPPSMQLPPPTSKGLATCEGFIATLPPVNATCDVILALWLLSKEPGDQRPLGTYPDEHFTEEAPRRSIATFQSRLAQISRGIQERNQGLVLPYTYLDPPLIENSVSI
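Screening format was qHTS against 50 nM purified 15hLO-2 in Hepes pH 7.5 with detergent. Activity follows hydroperoxide formation from 45 uM arachidonic acid, measured as 573:405 nm absorbance ratio of the ferric-xylenol orange complex.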
IMPase inh = IMPase inhibition in cells; P97697; inhibition (IP1 accumulation), % at 46.1 µM; 120,000 tested, under 10 active; CHO-M1 cells, IP1 accumulation, HTRF TR-FRET ratio; active = well fitted curve in the direction sought with a large enough effect in the signal ratio, not every such curve was filed as active; inconclusive = small, poorly fitted or top-dose-only effect, or a change in a side signal; inactive = no such curve, though single readings can be large or run the other way; the % refers to the signal ratio;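 note: cells stimulated with carbachol in lithium chloride buffer; plate controls were DMSO basal wells for no effect and reference inhibitor wells for full effect; higher means more IMPase inhibition seen as more IP1 and lower FRET ratio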
Target sequence (P97697 whole entry, looked up): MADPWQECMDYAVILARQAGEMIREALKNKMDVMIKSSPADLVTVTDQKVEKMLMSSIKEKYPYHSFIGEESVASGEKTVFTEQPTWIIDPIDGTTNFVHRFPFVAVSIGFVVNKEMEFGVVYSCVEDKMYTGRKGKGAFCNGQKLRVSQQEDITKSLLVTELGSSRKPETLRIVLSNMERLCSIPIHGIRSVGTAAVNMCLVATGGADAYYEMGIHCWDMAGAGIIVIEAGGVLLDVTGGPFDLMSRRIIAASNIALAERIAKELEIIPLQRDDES
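In this qHTS, compounds (final up to 46 uM) act on CHO-M1 cells that are then activated through the M1 receptor with carbachol, in pH 7.4 buffer containing 50 mM LiCl, for 30 min. IP1 accumulation is quantified by the IP-One immunoassay.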
* hit, by the source's call; ? = inconclusive; nt = not tested or not shown; & = joins results of further samples; [ ] = remark or other dose. Unless noted, calls come from the whole dose curve; as a rule, active = well fitted curve in the direction sought with a large enough effect; inconclusive = small, poorly fitted or top-dose-only effect, or another doubt; inactive = no such curve, though single readings can be large; an effect the other way counts as inactive or inconclusive. Unless noted, % is set by controls: 0 for no effect and ±100 for the full control effect.

Molecule	ALOX12 inhib	PNC inhibitor	15-hLO-2 inh	IMPase inh
CCC(C)(C(=O)NC1CCCCC1)N(C(=O)C1CCC(=O)N1)c1ccc(C)cc1 (stereo not given)	-8%	0	4%	-4
CCc1cccc(C)c1NC(=O)CSc1ncn[nH]1	0%	34	1%	1
O=C(Nc1cc2c3c(c1)C1CCCC1CN3CC1CCCC21)c1ccccc1 (stereo not given)	-6%	14	7%	10
O=C(Nc1ccccc1N1CCCCC1)c1ccc(N2C(=O)c3ccccc3C2=O)cc1	-5%	-16	3%	-5
CC(C)CCNC(=O)CCCOc1cc(=O)n(C)c2ccccc12	-7%	-26	-11%	8
CCOC(=O)c1c(C)[nH]c(C(=O)COC(=O)CNC(=O)C2CCCCC2)c1C	-6%	?	2%	-4
CCOC(=O)N1CCN(C(=O)C2CCCN(S(=O)(=O)c3cc(C)ccc3OC)C2)CC1 (stereo not given)	4%	-20	0%	?
CC(=O)[C@@]1(O)CC[C@H]2[C@@H]3C[C@H](C)C4=CC(=O)CC[C@]4(C)[C@H]3CC[C@@]21C	-6%	-3	-22%[0.0915 µM]	nt
CCC(C)(C)c1nnc(NC(=O)c2ccc([N+](=O)[O-])cc2)s1	3%	21	-2%	5
COc1cccc(NC(=O)c2ccco2)c1	5%	?	2%	6
O=C1OCCC1Sc1nnc(-c2cccs2)n1Cc1ccccc1 (stereo not given)	-6%	55	2%	3
COc1cccc(C(=O)Nc2ccccc2C(=O)N2CCCC2)c1	1%	-22	8%	-6
O=C(COC(=O)c1ccc(Oc2ccccc2)cc1)Nc1nnc(-c2ccccc2)o1	2%	?	37%[activator]	6
CN1CC(=O)N(CC(=O)NCc2ccc(F)cc2)c2ccccc2C1=O	6%	-8	1%	-9
CCOC(=O)c1sc(NC(=O)c2cc3c(C)nn(-c4ccccc4)c3s2)nc1C	2%	?	7%	2
CCOC(=O)C1CCN(C(=O)CSCc2nc(-c3ccc(OCC)cc3)oc2C)CC1	-1%	54	4%	3
Cc1nn(-c2ccccc2)c(Cl)c1/C=C1/C(=N)N2N=C(C(C)C)SC2=NC1=O	-1%	?	nt	nt
CC(CCC(=O)O)C1CCC2C3CC(O)[C@@H]4CC(O)CC[C@]4(C)C3CC[C@@]12C (stereo not given in full)	17%	nt	-14%	nt
O=C1CC(N2CCC(O)(c3ccc(Br)cc3)CC2)C(=O)N1c1ccc(Cl)cc1 (stereo not given)	-3%	30	nt	nt
CCOC(=O)c1ccc2ncc(C(=O)OCC)c(Nc3ccc(N4CCOCC4)cc3)c2c1	-1%	?	nt	nt
Nc1c(-c2cccc(Cl)c2)cnn1-c1cccc([N+](=O)[O-])c1	-6%	-15	-4%	0
CN1CCCC(OC(=O)c2cc(Br)ccc2Cl)C1 (stereo not given)	3%	-29	17%	11
CCCCCCc1cc2cc(C(=O)Nc3ccccc3OC)c(=O)oc2cc1O	3%	?	nt	nt
C/C(=N/NC(=O)c1ccco1)c1ccc(NC(=O)c2ccc(F)cc2)cc1	2%	20	nt	nt
CCOC(=O)C1CCN(S(=O)(=O)c2ccc(OCC)cc2)CC1	-3%	-3	6%	6
CC1=CC(C)(C)n2c(O)c(N=NC(N)=S)c3cccc1c32	0%	?	nt	3
O=C(c1cc(-c2ccccc2)nc2ccccc12)N1N=C(C(F)F)CC1(O)C(F)F (stereo not given)	-5%	24	10%	-8
CCC12CC3CC(C1)CC(C(=O)Nc1nn[nH]n1)(C3)C2	5%	3	19%	-2
CC(C)C(OC(=O)c1cccs1)C(=O)NC1CCCCC1 (stereo not given)	-5%	6	nt	4
O=C(NC(Cc1ccccc1)C(=O)O)/C(=C/c1ccc(F)cc1)NC(=O)c1ccccc1 (stereo not given)	2%	-14	nt	-2

Single records, as listed above. Order of values: ALOX12 inhib, PNC inhibitor, 15-hLO-2 inh, IMPase inh
CC(C)C(OC(=O)c1cccs1)C(=O)NC1CCCCC1 (stereo not given) is listed as -5%, 6, nt, 4
CCC(C)(C(=O)NC1CCCCC1)N(C(=O)C1CCC(=O)N1)c1ccc(C)cc1 (stereo not given) is listed as -8%, 0, 4%, -4
Nc1c(-c2cccc(Cl)c2)cnn1-c1cccc([N+](=O)[O-])c1 is listed as -6%, -15, -4%, 0
COc1cccc(C(=O)Nc2ccccc2C(=O)N2CCCC2)c1 is listed as 1%, -22, 8%, -6
CCOC(=O)c1sc(NC(=O)c2cc3c(C)nn(-c4ccccc4)c3s2)nc1C is listed as 2%, ?, 7%, 2

Remaining list, next part:
Molecule	ALOX12 inhib	PNC inhibitor	15-hLO-2 inh	IMPase inh
COc1ccc(S(=O)(=O)Nc2cccc(NC(C)=O)c2)cc1	0%	?	0%	12
Cc1ccc(NC(=O)c2cc(N3C(=O)C=CC3=O)ccc2Cl)cc1C	-25%	2	nt	6
O=C(Cn1cc2c(n1)CCCC2)NCc1ccccn1	-4%	-19	-1%	3
O=C(Cn1cc(/C=N/O)c2ccccc21)N1CCOCC1	-2%	18	-1%	-6
CCOCCCNc1nc2c([nH]1)c(=O)n(C)c(=O)n2C	8%	-27	-3%	-2
O=C(N1CCCCCC1)n1c(Cc2ccccc2)nc2ccccc21	1%	-119*	nt	2
Cn1cnnc1SC1c2cccc3cccc(c23)C1NS(=O)(=O)c1ccc(Cl)cc1 (stereo not given)	-7%	?	nt	12
O=C1c2cc([N+](=O)[O-])ccc2-c2ccc3c4ccc5c6c(ccc(c7ccc1c2c73)c64)C(=O)c1cc([N+](=O)[O-])ccc1-5	-4%[11.4 µM]	nt	?	nt
CCCNC(=O)CS(=O)Cc1nc(-c2ccccc2C)oc1C (stereo not given)	-1%	?	6%	3
CCOC(=O)c1c(-c2ccccc2)csc1NC(=O)CSc1nncs1	5%	-22	nt	10
CCSc1nc2c(c(=O)[nH]1)C(c1cccnc1)C(C(=O)OC)=C(C)N2 (stereo not given)	1%	?	4%	-7
O=C(CN1CCN(C(=O)c2ccco2)CC1)Nc1cc(C(F)(F)F)ccc1Cl	-6%	-21	8%	2
COc1ccc2cc3c(N)c(C(=O)N4CCCC4)sc3nc2c1	-15%	?	-9%	-2
Nc1nnc(SCc2ccccc2)n1-c1ccccc1	8%	38	nt	-1
Cc1cccc(-n2c(O)c(C=NCCCN3CCOCC3)c3ccccc3c2=O)c1	18%	?	29%[11.4 µM]	-5[1.84 µM]
CCCCCCOC(=O)Nc1ccc(S(=O)(=O)Nc2cccc([N+](=O)[O-])c2)cc1	-2%	-9	nt	nt
CS(=O)(=O)c1nc(-c2cccs2)cc(C(F)(F)F)n1	-1%	19	-13%	0
COc1ccc(CN(CCN(C)C)c2ncccn2)cc1	-8%	nt	-2%	nt
COc1ccc(CCNC(=O)c2cc(-c3cc(C)c(C)cc3O)n[nH]2)cc1OC	1%	-18	-1%	9
OCCN=C1CCCc2c1[nH]c1ccc(Br)cc21	7%	125	2%	-4
Oc1ccc(-c2nnc(-c3ccccc3)c(-c3ccccc3)n2)cc1	0%	38	nt	2
COCc1nnc(NS(=O)(=O)c2ccc(NC(C)=O)cc2)s1	3%	?	-4%	4
CCCn1nc(C(=O)Nc2ccc3nc(C)sc3c2)c2ccccc2c1=O	-2%	-8	nt	nt
Cc1ccccc1NC(=O)C1CCCN1S(=O)(=O)c1cccc2cccnc12 (stereo not given)	3%	7	-4%	3
C/C=C1\C2C=C(C)C[C@@]1(N)c1ccc(=O)[nH]c1C2	0%	nt	8%	nt
Cn1c(N)c(C(=O)COC(=O)c2ccc(Br)o2)c(=O)n(C)c1=O	-6%	9	7%	4
O=C(O)C1CCN(C(=O)OCc2ccccc2)CC1	1%	?	3%	3
CCc1nc(C)cn1S(=O)(=O)c1ccc(Cl)c(Cl)c1Cl	5%	?	6%	19
O=C(c1cnn2c(C(F)(F)F)cc(-c3ccccc3)nc12)N1CCOCC1	-6%	?	-5%	-1
Cc1ccc(-c2ccc(/C=N/N3C(=O)C4C5C=CC(CC5)C4C3=O)o2)c([N+](=O)[O-])c1 (stereo not given)	-13%	31	-6%	5

Further structures follow.
Molecule	ALOX12 inhib	PNC inhibitor	15-hLO-2 inh	IMPase inh
CCOC(=O)Cn1c(S(=O)(=O)Cc2cccc(F)c2)nc(-c2ccccc2)c1-c1ccccc1	-2%	39	-6%	9
CCCNC(=O)c1oc2ccc3c(c2c1C)C(=O)CC(C)(C)O3	6%	?	-3%	-5
COc1ccc(C(=O)Nc2ccc3nc(N4CCCCC4)cc(C)c3c2)c(OC)c1	-1%	-21	nt	nt
COc1cc(-c2nc3cnccn3c2Nc2ccc(C)cc2)ccc1O	-11%	-24	-6%	2
Cc1ccc(S(=O)(=O)N2C=CC(C(F)(F)F)=NCC2)cc1	0%	26	2%	-2
CCOc1cc(S(=O)(=O)NC2CCCCC2)ccc1F	6%	48	-1%	5
Cn1cccc1C(=O)NC(=O)COC(=O)CNS(=O)(=O)c1ccc(Br)cc1	-9%	-8	-1%	-5
COC(=O)C1=C(Nc2ccc(C)cc2)C=C(C)C(C(=O)OC)C1c1ccc(F)cc1 (stereo not given)	-16%	-100*	nt	-3
O=C(C1CCCN(S(=O)(=O)c2ccccc2[N+](=O)[O-])C1)N1CCN(c2ccccc2)CC1 (stereo not given)	-4%	?	nt	-4
CCC1(C)Cc2c(sc3nc(SCC(=O)O)[nH]c(=O)c23)CO1 (stereo not given)	-2%	-102*	6%	1
CCNS(=O)(=O)c1ccc(CCC(=O)NC2CCCC2)cc1	0%	-25	nt	nt
Cc1nn(-c2nc(-c3ccco3)cc(C(F)(F)F)n2)c(C)c1Br	-1%	39	4%	-2
Cc1ccccc1C	-2%&-1%	nt	-8%&-8%	nt
CCC(C)(C)NC(=O)C1CCN(c2nc(C)cc(C)n2)CC1	-3%	-25	1%	-3
CN(C(=O)c1ccc2c(c1)SC1=NS(=O)(=O)CCN12)C(c1ccccc1)c1ccccc1	-3%	-4	nt	nt
COC(=O)c1ccc(/C=C/C(=O)c2cccc(OC)c2)cc1	-3%	?	nt	nt
O=c1cc(-c2cccc(O)c2)oc2ccc(O)cc12	-9%	nt	5%	nt
FC(F)(F)COc1nc(OCC(F)(F)F)nc(N2CCN(c3ccccc3)CC2)n1	-8%	24	45%[activator]	-2
CCCCC(=O)Nc1cccc(C(=O)N/N=C/c2ccc(OC)cc2OC)c1	-1%	-10	nt	nt
Cc1ccc(SCC(=O)Nc2cc(C)on2)cc1	1%	-16	2%	-5
Cc1cccc(OCc2nc(C#N)c(NCCN(C)C)o2)c1	6%	-1	0%	?
Nc1cc(-c2nn[nH]n2)ccc1F	0%	26	-5%	2
O=C1CCc2cc(S(=O)(=O)NCCC(=O)N3CCN(c4cccc(Cl)c4)CC3)ccc2N1	-1%	-3	nt	6

Some of the entries so far, field by field.
Molecule: Cc1ccccc1C
  ALOX12 inhib: -2%&-1% | PNC inhibitor: nt | 15-hLO-2 inh: -8%&-8% | IMPase inh: nt

Molecule: CCC(C)(C)NC(=O)C1CCN(c2nc(C)cc(C)n2)CC1
  ALOX12 inhib: -3% | PNC inhibitor: -25 | 15-hLO-2 inh: 1% | IMPase inh: -3

Molecule: CN(C(=O)c1ccc2c(c1)SC1=NS(=O)(=O)CCN12)C(c1ccccc1)c1ccccc1
  ALOX12 inhib: -3% | PNC inhibitor: -4 | 15-hLO-2 inh: nt | IMPase inh: nt

Molecule: COC(=O)c1ccc(/C=C/C(=O)c2cccc(OC)c2)cc1
  ALOX12 inhib: -3% | PNC inhibitor: ? | 15-hLO-2 inh: nt | IMPase inh: nt

An excerpt; the hit share may differ from the screen's.
